Screening data: PubChem BioAssay, Sanford-Burnham Center for Chemical Genomics
Jurkat NFkB inh = lowers PMA/ionomycin-induced NF-kB signal in Jurkat cells; PMA/ionomycin-induced NF-kB luciferase reporter, luminescence; inhibition, % at 4 µM; 330,000 compounds, 0.53% hits
SENP8 block = inhibitors of human SENP8 protease; purified SENP8, Z-RLRGG-aminoluciferin cleavage, luminescence; inhibition, % at 10 µM; 330,000 compounds, 1.2% hits
Target sequence (Q96LD8 whole entry, looked up): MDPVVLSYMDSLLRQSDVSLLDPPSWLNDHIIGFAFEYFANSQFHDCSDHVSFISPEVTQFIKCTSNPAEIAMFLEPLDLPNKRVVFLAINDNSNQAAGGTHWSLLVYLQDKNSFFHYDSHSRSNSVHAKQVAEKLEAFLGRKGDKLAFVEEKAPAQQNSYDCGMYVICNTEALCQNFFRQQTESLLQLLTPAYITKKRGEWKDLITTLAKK
UBC13 polyUb = inhibitors of human UBC13 polyubiquitin chain formation; P61088; TR-FRET; inhibition, % at 20 µM; 330,000 compounds, 0.47% hits; AID 485273; in the data active = inhibition above about 45%, passing the limit was not always enough; inconclusive = no clear call, values can overlap the other calls
Target sequence (P61088 whole entry, looked up): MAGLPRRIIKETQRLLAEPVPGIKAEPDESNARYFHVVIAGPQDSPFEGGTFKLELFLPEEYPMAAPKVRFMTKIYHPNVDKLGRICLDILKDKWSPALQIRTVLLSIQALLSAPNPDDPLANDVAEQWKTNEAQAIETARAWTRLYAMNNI
Gli-Sufu block = Gli-Sufu pathway antagonism. Sufu-KO-LIGHT fibroblasts, Gli luciferase reporter luminescence. inhibition, % at 5 µM. 340,000 compounds, 0.74% hits;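 active = inhibition above about 55%, limit read from the data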;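 also: 0% = DMSO-treated cells and 100% = wells with medium but no cells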
EBI2 block = EBI2 (human) antagonism; P32249; 360,000 compounds, 0.81% hits; inhibition, % at 5 µM; EBI2 beta-arrestin recruitment, luminescence, 7a,25-OHC stimulated; in the data active = inhibition above about 38%;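 also: enzyme fragment complementation signal reports receptor beta-arrestin coupling in cells; 0% = agonist plus DMSO wells and 100% = wells without agonist; some results beyond the cut were filed as inactive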
Target sequence (P32249 whole entry, looked up, the tested form may be a part): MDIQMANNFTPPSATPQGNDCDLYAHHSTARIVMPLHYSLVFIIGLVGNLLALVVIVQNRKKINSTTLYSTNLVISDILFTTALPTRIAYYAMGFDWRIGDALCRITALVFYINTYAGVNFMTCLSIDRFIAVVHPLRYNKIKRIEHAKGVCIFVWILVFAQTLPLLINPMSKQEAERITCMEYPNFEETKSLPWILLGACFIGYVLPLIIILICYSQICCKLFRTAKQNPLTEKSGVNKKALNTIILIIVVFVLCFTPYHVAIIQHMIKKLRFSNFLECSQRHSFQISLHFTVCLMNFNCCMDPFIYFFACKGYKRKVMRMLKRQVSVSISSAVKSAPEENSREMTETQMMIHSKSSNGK
697 NFkB inh = inhibitors of the PMA/ionomycin-induced NF-kB reporter in 697 B cells; inhibition, % at 4 µM; 330,000 compounds, 0.33% hits; 697 B-cell NF-kB luciferase reporter, 16 h; AID 435022; in the data active = inhibition above about 35%
CCR6 antag = blocks CCL20-driven beta-arrestin recruitment at human CCR6; P51684; CHO-K1 CCR6 PathHunter beta-arrestin, luminescence, CCL20-stimulated; inhibition, % at 20 µM; 340,000 compounds, 0.49% hits; AID 493098;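 active = compounds whose inhibition of the agonist-driven luminescence signal at 20 µM reaches about 50%, limit read from the data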;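 also: cells stimulated with CCL20 at 14 nM final; plate controls were DMSO with CCL20 for no effect and DMSO without agonist for full effect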
Apaf-1 inh = inhibitors of human Apaf-1 apoptosome | inhibition, % at 20 µM | 330,000 compounds, 0.71% hits | O14727 | reconstituted apoptosome caspase-3 activity, DEVD-Rh110 fluorescence | AID 489030; active = inhibition of at least 40% at 20 µM;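 also: plate controls were DMSO wells for no effect and DEVD-CHO caspase inhibitor wells for full effect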
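Material: biochemical Apaf-1 apoptosome reconstitution. Medium: Hepes buffer, pH 7.5. Also added: cytochrome c activation, bis-DEVD rhodamine 110 substrate. Timing: 30 min compound preincubation, 50 min activation, room temperature. Measured by: rhodamine 110 fluorescence at Ex 480/Em 540 nm.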
An asterisk follows results filed as active; ? = inconclusive; · = no result given. Rule as the data show it, unless noted: active = inhibition above about 50%; inactive = the rest. Not all compounds are listed; rates above refer to the full screens.

SMILES	Jurkat NFkB inh	SENP8 block	UBC13 polyUb	Gli-Sufu block	EBI2 block	697 NFkB inh	CCR6 antag	Apaf-1 inh
O=C(O)c1cc2ccccc2c(=O)s1	4	-5	1	-4	-6	22	-5	-2
COc1ccc(C(=O)NC(=S)Nc2cccc3nc(C)ccc23)cc1OC	5	-5	-3	10	-5	-18	48	-17
Cc1cccc(C(=O)N[C@H](C(=O)Nc2nnc(C3CC3)s2)C(C)C)c1	7	-16	-4	-1	-9	-9	6	7
COc1ccc(Cc2noc(CN(C)Cc3ccc(-n4cccn4)cc3)n2)cc1OC	6	-1	3	-2	-11	-3	5	-14
CCOc1ccccc1NC(=O)c1cc(S(=O)(=O)N2CCN(CC)CC2)ccc1Cl	-11	-4	10	24	-5	-7	5	9
Cc1ccc(NC(=O)N2CCC(C(=O)NCCC3=CCCCC3)CC2)cc1	13	-13	-4	6	31	6	-7	4
COc1cc(-c2c(C#N)c(N)nc(SCc3ccncc3)c2C#N)cc(OC)c1OC	7	4	3	4	8	5	-2	-6
CC(=O)c1cc(CN2C(=O)c3ccccc3C2=O)cs1	-31	-2	6	-5	-11	-20	-24	16
Cc1nnc(SCc2cc(=O)[nH]c(N3CCCCC3)n2)s1	-5	-18	-2	10	0	-4	-8	-12
Cc1ccc(S(=O)(=O)N2CCN(C(=O)c3ccc4nc[nH]c4c3)CC2)cc1	18	1	-3	13	3	13	-3	3
Nc1c(Cl)ncnc1NCc1ccccc1	-6	9	-8	7	40	-40	2	-4
CC(=O)c1ccc(N2CCN(C(=O)c3cc(-c4ccncc4)nc4ccc(Br)cc34)CC2)cc1	18	1	-7	12	34	16	-11	26
CCC(C)N(C(=O)COC(=O)c1cc([N+](=O)[O-])ccc1N)C1CCS(=O)(=O)C1 (stereo not given)	-4	3	-13	-6	9	-14	24	18
Cc1ccc(S(=O)(=O)N2CCOCC2)cc1-c1n[nH]c(=S)n1-c1ccccc1	1	4	14	-3	-17	14	4	-10
C/C(Nc1ccc(Cl)cc1)=C(/C#N)C(N)=O	-5	-3	1	0	-2	-2	5	-10
O=C(NCc1n[nH]c(=S)n1-c1cccc(Cl)c1)c1ccc(S(=O)(=O)N2CCCCC2)cc1	-15	0	1	12	2	-5	6	6
NCCCn1c(C(=O)c2cc(Cl)c(N)c(Cl)c2)c2ccc(C(F)(F)F)cc2[n+]1[O-]	-17	-18	103*	10	9	-12	4	10
O=[N+]([O-])c1ccc(-n2cnc3ccccc32)c([N+](=O)[O-])c1	-10	7	-2	-10	3	23	-7	-7
CCOC(=O)c1ccc(NC(=O)CSC(=S)N2CCOCC2)cc1	-3	0	-17	-12	0	-5	6	7
CCCCn1c(N)c(N(CCOC)C(=O)COC(=O)COc2c(C)cccc2C)c(=O)[nH]c1=O	8	7	-6	-9	-2	19	12	-1
Cc1cccc(N2CCN(C(=O)c3ccc4nc(N5CCCCC5)sc4c3)CC2)c1C	-5	2	0	0	18	-40	13	9
CC(=O)NC(Cc1ccc(F)cc1)C(=O)NC1CCN(S(=O)(=O)c2ccccc2)CC1 (stereo not given)	4	1	2	-11	-14	8	2	1
CCn1cc(CCC(=O)NCc2ccc(F)cc2)c2ccccc21	-15	2	4	-2	7	3	3	11
Cc1cccc(N2CCN(C(=O)C3CC(=O)N(c4ccc5c(c4)OCCO5)C3)CC2C)c1 (stereo not given)	20	-13	-1	3	-12	10	6	10
NC(=O)c1cccc2ccccc12	9	9	4	-20	-4	13	10	-17
COc1cc(N)c(Cl)cc1C(=O)OCC(=O)c1cccs1	1	-6	9	4	-9	18	13	10
COc1ccc(CCn2ccc(O)c(Cc3ccc(Cl)cc3Cl)c2=O)cc1OC	3	-1	-2	-8	-1	15	18	5
COc1ccc(/C=N\NC(=O)c2ccccc2F)cc1COc1ccc(F)cc1F	61*	4	-6	12	-10	-6	-2	24
Nc1cc2sc(-c3ccc(C(=O)O)cc3)nc2cc1Cl	-53	98*	22	-55	-12	-76	-3	-3
COc1ccccc1-c1noc(-c2cccs2)n1	-104	59*	10	17	1	-113	-5	-7

One compound at a time (already shown):
CCCCn1c(N)c(N(CCOC)C(=O)COC(=O)COc2c(C)cccc2C)c(=O)[nH]c1=O as listed: Jurkat NFkB inh: 8; SENP8 block: 7; UBC13 polyUb: -6; Gli-Sufu block: -9; EBI2 block: -2; 697 NFkB inh: 19; CCR6 antag: 12; Apaf-1 inh: -1
C/C(Nc1ccc(Cl)cc1)=C(/C#N)C(N)=O as listed: Jurkat NFkB inh: -5; SENP8 block: -3; UBC13 polyUb: 1; Gli-Sufu block: 0; EBI2 block: -2; 697 NFkB inh: -2; CCR6 antag: 5; Apaf-1 inh: -10
Cc1ccc(NC(=O)N2CCC(C(=O)NCCC3=CCCCC3)CC2)cc1 as listed: Jurkat NFkB inh: 13; SENP8 block: -13; UBC13 polyUb: -4; Gli-Sufu block: 6; EBI2 block: 31; 697 NFkB inh: 6; CCR6 antag: -7; Apaf-1 inh: 4

Entries listed so far that bear a hit mark in Jurkat NFkB inh:
smiles	Jurkat NFkB inh	SENP8 block	UBC13 polyUb	EBI2 block	697 NFkB inh	CCR6 antag
COc1ccc(/C=N\NC(=O)c2ccccc2F)cc1COc1ccc(F)cc1F	61*	4	-6	-10	-6	-2

Continuation:
SMILES	Jurkat NFkB inh	SENP8 block	UBC13 polyUb	Gli-Sufu block	EBI2 block	697 NFkB inh	CCR6 antag	Apaf-1 inh
Cc1ccc(CNC(=O)C2CCC(=O)N(CCc3ccccn3)C2)s1 (stereo not given)	-6	-1	-8	3	-6	-4	2	-16
COc1cccc(NC(=O)c2cccc(C(=O)Nc3cccc(OC)c3)n2)c1	-16	-1	1	0	6	-32	-8	4
Cc1cccc(CN2CCC(n3nccc3NC(=O)c3ccccc3C)CC2)n1	-6	2	4	6	1	9	6	7
CCN(CC)S(=O)(=O)N1CCC(C(=O)NC2CCCc3ccccc32)CC1 (stereo not given)	7	4	18	-11	0	11	-9	-11
COc1ccccc1/C=N/NC(=O)c1ccccc1NS(=O)(=O)c1ccc(C)cc1	-2	0	-2	-4	0	0	11	12
O=C1OCc2cc(NC(=O)C3CCCO3)ccc21 (stereo not given)	-7	-6	-4	0	3	17	9	-12
CCOC(=O)N1CCC(NC(=O)c2ccc3c(c2)N(CC)CCS3)CC1	7	3	25	-5	2	-13	-1	1
Cc1noc(-c2ccc(C(F)(F)F)cc2)c1NC(=O)Nc1ccc(Cl)cc1	9	-11	-12	11	-4	-13	33	-3
O=C1c2ccc([N+](=O)[O-])cc2NC(c2ccco2)N1/N=C/c1ccco1 (stereo not given)	-9	-2	-16	-4	2	17	8	-10
O=C(O)c1ccc(C(=O)c2ccc3c(c2)C(=O)N(CCO)C3=O)cc1	6	3	-3	-4	5	-10	0	1
OCCCc1nc2n(n1)C(c1cccs1)C=C(c1ccccc1)N2 (stereo not given)	3	5	5	·	·	27	·	6
Cn1c(CNc2ccccc2)nc2ccccc21	-20	-16	-4	15	1	-11	-26	1
COc1ccc(CCNC(=O)NC(C(F)(F)F)C(F)(F)F)cc1OC	8	-2	2	5	-5	10	15	-3
Cc1cccc(N2CCN(Cc3ccc([N+](=O)[O-])o3)CC2)c1C	10	5	-7	7	-10	-2	10	6
C/C(=N/NS(=O)(=O)c1ccc(Cl)cc1)c1cccc(NC(=O)c2ccc(Cl)cc2Cl)c1	5	-7	-22	-6	7	-16	2	14
CCc1nnc(NC(=O)CSc2nc(C3CCCCC3)nc3ccccc23)s1	1	1	?	8	9	5	15	-10
Cc1onc(-c2ccccc2)c1C(=O)NCc1ccco1	1	-2	-6	16	-8	6	-11	6
Cc1cccc(-c2nc(CN3CCCC(C(=O)NC4CCCC4)C3)c(C)o2)c1 (stereo not given)	-2	-11	1	-4	-8	-3	14	13
CS(=O)(=O)c1ccc(Cl)c(NC(=O)Cc2ccsc2)c1	-16	-1	-4	1	-3	-6	4	8
COc1ccc(-c2cc(C(=O)O)[nH]n2)cc1OC	4	7	5	-15	-5	6	4	-6
COc1ccccc1C(=O)Nc1ccc(OCc2nnc3c4ccccc4c(C)nn23)cc1	15	7	3	15	-3	18	-2	19
CCn1nnnc1SCC(=O)N(C1CCCCC1)C1CCCCC1	10	4	1	7	5	-21	22	-20
COc1ccc2cc(C(=O)Nc3ccc(O)cc3)sc(=O)c2c1OC	1	-12	-7	-10	1	-13	19	2
CC(=O)N1CCOc2ccc(S(=O)(=O)N3CCC(C(=O)Nc4cc(C)ccc4C)CC3)cc21	0	-2	4	-9	-1	5	2	-9
COc1ccc(NC(=O)CS(=O)(=O)c2ccccc2)cc1	-13	4	-10	11	-4	-19	7	0
O=Cc1ccc(O)c(O)c1	-8	12	8	3	3	-28	8	-12
CC(=O)Nc1ccc(NC(=O)COC(=O)c2ccccc2C(=O)c2ccccc2)cc1	-19	0	-14	-1	-7	-35	8	15
CCCC(=O)NCCc1nc2ccccc2n1C	-9	4	4	2	-9	8	-7	-4
O=C1C2CCCN2C(c2ccco2)N1c1ccc(F)cc1 (stereo not given)	4	-2	-5	4	4	-1	-8	-23
Cc1ccc(/C=C(/C#N)C(=O)NC(C)c2ccccc2)o1 (stereo not given)	3	3	-2	4	-5	1	11	-1
CC1CCCN(S(=O)(=O)c2ccc(NC(=O)Cc3ccc(S(=O)(=O)N4CCOCC4)s3)cc2)C1 (stereo not given)	6	-15	-14	48	0	-25	4	18
COc1ccccc1NC(=O)c1ccc(C)s1	-80	-2	-1	-28	-9	-45	-6	-21
N#Cc1ccsc1NC(=O)C1CCCN1S(=O)(=O)c1cccs1 (stereo not given)	15	1	-4	-1	1	5	3	1
COC(C[C@H]1O[C@H]1C(=O)COCc1ccccc1)OC	13	0	0	3	-16	22	7	3
C/C(=N\N=C(/N)SC1CC(=O)N(c2ccc(Cl)cc2)C1=O)c1cccs1 (stereo not given)	-10	-3	-10	-10	1	17	7	-3
COc1cccc(-c2cc(C(=O)N3CCN(C(=O)c4ccco4)CC3)on2)c1	-2	-8	0	5	14	-6	11	-4
O=C(Nc1nncs1)C1CC(=O)N(CCc2ccc(F)cc2)C1 (stereo not given)	-3	8	1	6	-1	-4	-3	2
COc1ccc(S(=O)(=O)N2CCOC2CNC(=O)C(=O)NCc2ccco2)cc1 (stereo not given)	2	4	-4	-1	-3	7	11	4
CC(C)CCn1c(CN2CCN(Cc3ccccc3)CC2)nc2c1c(=O)n(C)c(=O)n2C	-4	-3	2	17	0	12	1	15
COCc1cc(C)nc(OCC(=O)N/N=C/c2ccc(-c3cccc([N+](=O)[O-])c3)o2)c1C#N	-2	4	-14	·	·	14	·	15
CC1(C)CC(=O)C2=C(C1)N(c1ccccc1)C(=O)C2(O)C(F)(F)F (stereo not given)	12	-3	6	0	-9	-4	2	7
S=C(NCc1ccccc1)NNc1nc2ccccc2[nH]1	3	-4	-4	9	2	-3	6	9
NS(=O)(=O)c1cccc(NC(=O)/C=C/c2cccs2)c1	-40	-4	-14	-20	6	-33	16	-14
CCn1c(-c2ccccc2Cl)nn(CC(=O)NCCc2ccccc2)c1=S	1	0	-6	-1	57*	1	10	-8
CCN(CC)S(=O)(=O)c1cc(NS(=O)(=O)c2cccc(Cl)c2Cl)ccc1C	-5	3	-5	7	4	10	17	18
O=C(O)c1ccc(CNS(=O)(=O)c2ccc3ccccc3c2)cc1	0	6	0	-9	-1	-13	6	4
CCCCn1cnc2cc(C)c(C)cc21	8	6	12	-3	1	-2	17	5
OCC[C@H]1C[C@@H](O)[C@H](O)[C@]2(CCCCO2)O1	19	3	-4	-3	-2	11	8	-4
Cc1cc(C)nc(SCc2ccc(C(=O)NN=C3C4CC5CC(C4)CC3C5)cc2)n1	-3	0	0	-1	-6	19	7	5
CCCCCc1cc(=O)oc2c(C(CCN3CCCCC3)c3ccc(OC)cc3)c(OC)cc(OC)c12 (stereo not given)	-1	-12	84*	24	-12	12	1	38
COCCCNC(=O)CNC(=S)N(Cc1ccccc1F)C1CCCCC1	-15	0	15	10	-4	29	-13	3
Cc1ccc(S(=O)(=O)N2CCCC2)cc1S(=O)(=O)N1CCCC1	-2	-2	-4	6	-2	-30	10	12
